# Screening data: PubChem, National Center for Advancing Translational Sciences (NCATS)
# 12-hLO inh = inhibitors of human 12-lipoxygenase (ALOX12); P18054; purified 12-hLO, xylenol orange hydroperoxide absorbance; Potency, µM (highest dose often 57.1 µM), inactives show top-dose activity change, negative = inhibition, hits mostly inhibitors; hit rate 0.12% among 150,000; note: potency is the fitted concentration of half-maximal effect; nearly all actives have a fitted effect of over 55% in size; many of its hits are not listed in these tables
# Target sequence (P18054 whole entry, looked up): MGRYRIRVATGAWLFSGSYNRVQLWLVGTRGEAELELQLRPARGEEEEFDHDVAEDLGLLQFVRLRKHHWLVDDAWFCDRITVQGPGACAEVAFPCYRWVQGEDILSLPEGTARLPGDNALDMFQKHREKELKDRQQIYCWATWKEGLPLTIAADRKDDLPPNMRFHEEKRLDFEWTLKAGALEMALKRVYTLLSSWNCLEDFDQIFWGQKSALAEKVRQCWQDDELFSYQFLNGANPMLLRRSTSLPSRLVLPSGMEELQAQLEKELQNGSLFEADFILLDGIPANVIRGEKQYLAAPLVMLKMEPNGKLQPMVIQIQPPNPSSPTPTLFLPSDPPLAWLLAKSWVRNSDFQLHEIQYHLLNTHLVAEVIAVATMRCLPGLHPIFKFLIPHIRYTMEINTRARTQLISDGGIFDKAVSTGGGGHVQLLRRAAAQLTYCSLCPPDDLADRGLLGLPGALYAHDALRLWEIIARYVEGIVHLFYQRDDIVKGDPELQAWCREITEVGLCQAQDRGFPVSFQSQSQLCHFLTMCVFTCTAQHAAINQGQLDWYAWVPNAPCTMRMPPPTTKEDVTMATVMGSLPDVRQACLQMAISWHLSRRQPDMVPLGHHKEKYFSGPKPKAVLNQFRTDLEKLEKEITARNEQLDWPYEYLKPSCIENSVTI
#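 150 nM 12hLO, 25 mM Hepes pH 7.0 + 0.01% Triton X-100; cpd preinc 15 min RT; 40 uM arachidonic acid, 30 min RT; Fe-XO 30 min; A573/A405 ratio as read-out.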
# ALOX15B inhib = blocks human 15-lipoxygenase 2 activity; O15296; purified 15hLO-2, xylenol orange hydroperoxide absorbance; AID 881; Potency, µM (doses to about 57.1 µM), for inactives: at the highest dose activity change, negative = inhibition, hits mostly inhibitors; hit rate 0.56% among 110,000; note: potency is the fitted concentration of half-maximal effect; nearly all actives have a fitted effect of over 60% in size; many of its hits are not listed in these tables
#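 Purified human 15hLO-2 (50 nM final) preincubated with compounds 15 min at room temperature in 25 mM Hepes pH 7.5, 0.01% Triton X-100, then 45 uM arachidonic acid added for 90 min; hydroperoxide detected via ferrous/xylenol orange, 573/405 nm absorbance ratio.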
# PNC assembly inh = blocks assembly of the perinucleolar compartment; PC3M PTB-GFP, PNC prevalence imaging, 16 h; active compounds read low; activity change (PNC), negative = inhibition, % at 10 µM; hit rate 3.1% among 140,000; AID 2417;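 active = readout at or below -70, meaning at least 70% loss of cells showing the perinucleolar compartment, a nuclear body marking cancer cells; inconclusive = readout between -30 and a set limit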;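 note: plate controls were DMSO wells for no effect and camptothecin positive control wells for full effect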
#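 Compounds are pinned in duplicate onto adhered PC3M cells stably expressing GFP-tagged PTB and incubated 16 h at 37 C. Cells are then fixed, nuclei stained with Hoechst, and PNC-positive cells counted.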
# IMPase cell inh = cell-permeable inhibitors of inositol monophosphatase (IMPase). P97697. CHO-M1 cells, IP1 accumulation, HTRF TR-FRET ratio. inhibition (IP1 accumulation), % at 46.1 µM. 120,000 tested, under 10 active. AID 901; active = well fitted curve in the direction sought with a large enough effect in the signal ratio, not every such curve was filed as active; inconclusive = small, poorly fitted or top-dose-only effect, or a change in a side signal; inactive = no such curve, though single readings can be large or run the other way; the % refers to the signal ratio;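 note: cells stimulated with carbachol in lithium chloride buffer; plate controls were DMSO basal wells for no effect and reference inhibitor wells for full effect; higher means more IMPase inhibition seen as more IP1 and lower FRET ratio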
# Target sequence (P97697 whole entry, looked up): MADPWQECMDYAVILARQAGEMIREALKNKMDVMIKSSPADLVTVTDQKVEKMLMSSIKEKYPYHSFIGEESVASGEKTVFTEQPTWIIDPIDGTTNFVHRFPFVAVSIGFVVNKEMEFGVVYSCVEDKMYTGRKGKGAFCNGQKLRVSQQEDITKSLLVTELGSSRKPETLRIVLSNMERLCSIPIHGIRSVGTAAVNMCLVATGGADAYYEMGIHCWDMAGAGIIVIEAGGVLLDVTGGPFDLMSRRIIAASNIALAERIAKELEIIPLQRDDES
#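 CHO-M1 cells (CHO stably expressing M1 receptor), compound up to 46 uM final, stimulated with carbachol (50 uM as added) in buffer with 50mM LiCl, pH 7.4, 30 min at 37C. Cytosolic IP1 read by TR-FRET; AC50 from Hill fits.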
# An asterisk follows results filed as active; ? = inconclusive; · = not tested or not shown; [ ] = dose if it differs, or a comment. Unless noted, calls come from the whole dose curve; as a rule, active = well fitted curve in the direction sought with a large enough effect; inconclusive = small, poorly fitted or top-dose-only effect, or another doubt; inactive = no such curve, though single readings can be large; an effect the other way counts as inactive or inconclusive. Unless noted, % is set by controls: 0 for no effect and ±100 for the full control effect.
SMILES,12-hLO inh,ALOX15B inhib,PNC assembly inh,IMPase cell inh
CCOC(=O)c1cccc(NC(=O)c2ccco2)c1,8%,1%,?,-1
Cc1cc(C)nc(SCc2nnc(SCC(=O)Nc3ccc(C)c(C)c3)o2)n1,-4%,0%,23,-11
COC(=O)c1sc2nc(CN3CCOCC3)nc(N3CCOCC3)c2c1C,5%,4%,51,5
N#Cc1ccc(CN2CCCC3(CCN(C(=O)c4cnccn4)CC3)C2)cc1,-1%,-3%,·,·
CCOC(=O)CSC1=C(C#N)C(=O)NC(c2ccc(OC)c(OC)c2)S1 (stereo not given),?,-20%,27,2
COc1ccc(C2C(C(=O)NCc3cccnc3)c3cc(OC)c(OC)cc3C(=O)N2C)cc1 (stereo not given),-2%,7%,12,-1
CC1CN(CCCOc2ccccc2[N+](=O)[O-])CC(C)O1 (stereo not given),2%,2%,144,-3
O=C(CCN1CCCC1)Nc1ccc(Br)cc1,1%,·,21,1
CCOC(=O)N1CCN(C(=O)COc2ccc(S(=O)(=O)NC3CCCCC3)cc2C)CC1,-1%,4%,?,2
CC(C)C[C@@H](NC(=O)OCC1c2ccccc2-c2ccccc21)C(=O)O,-1%,2%,·,-2
Clc1cccc(-c2nc(NCc3cccnc3)c3ccccc3n2)c1,-3%,54%[activator],13,6
C[C@H](C(=O)O)c1cccc(Oc2ccccc2)c1,0%[25.6 µM],7%[25.6 µM],·,-4[20.6 µM]
C=CCOc1c(CNc2ccc(C(=O)O)cc2)cccc1OCC,0%,-10%,49,3
O=C(NN=C(Cc1ccccc1)Cc1ccccc1)c1ccc(F)cc1,2%,·,-4,·
CC(=O)Nc1ccc(S(=O)(=O)NC2(C(F)(F)F)C(=O)Nc3c2c(=O)[nH]c(=O)n3Cc2ccccc2)cc1 (stereo not given),1%,·,?,·
CCC1CCC2(CC1)NNC(=S)NN2,-12%,?,-25,-4
CC(=O)N1CCN=C1SCc1ccc(F)cc1,1%,5%,?,6
COc1ccc(N(CC(=O)NCc2cccs2)S(=O)(=O)c2c(C)n[nH]c2C)cc1,-2%,-2%,?,7
COc1ccccc1NC1SC(=O)N(c2ccccc2)C1=O (stereo not given),2%,-12%,40,3
O=C(N/N=C/c1ccccc1)c1[nH]c2ccc(Br)cc2c1-c1ccccc1,-2%,·,?,-7
O=C(O)c1cccc(CSc2nnc(Cc3ccccc3)o2)c1,-3%,0%,?,-9
COc1ccc(NC(=O)c2cn(-c3ccccc3)nc2-c2cc3ccccc3o2)cc1,-1%,11%,64,-4
C=C(C)CSc1nc2ccccc2[nH]1,4%,·,32,·
Cc1ccnc(SCCn2c(N3CCC(C)CC3)nc3c2c(=O)[nH]c(=O)n3C)n1,5%,-1%,11,4
CSc1cccc(NC(=O)CN(C)S(=O)(=O)c2ccc(F)cc2)c1,-7%,-3%,33,16

# Carrying on.
SMILES,12-hLO inh,ALOX15B inhib,PNC assembly inh,IMPase cell inh
CCSc1nnc(NC(=O)NC(C)(C(F)(F)F)C(F)(F)F)s1,2%,·,14,·
COc1ccc(CN2CCN(C(=O)c3cccs3)CC2)cc1Br,-1%,-6%,4,-1
CC(CN1CCCC(C(N)=O)C1)c1ccccc1 (stereo not given),-6%,0%,32,-6
COc1cc(NC(=O)CN2C(=O)NC(C)(c3ccccc3)C2=O)c(C)cc1[N+](=O)[O-] (stereo not given),-4%,·,16,-2
COc1cccc(/C=N/NC(=O)c2ccc(=O)n(C)c2)c1O,0%,·,?,·
CCCc1cc(=O)[nH]c(SCC(=O)OCc2ccccc2)n1,-1%,4%,-19,7
CCN(CC)S(=O)(=O)c1cccc(C(=O)Nc2cc3oc4ccccc4c3cc2OC)c1,0%,·,-25,·
CCSc1nc2c(cnn2-c2ccc(C)c(C)c2)c(=O)[nH]1,5%,-10%,2,4
CCOC(=O)c1cn(-c2ccccc2)nc1-c1cccnc1,-2%,·,19,11
OC(COCC1COc2ccccc2O1)CN1CCN(c2ccc(F)cc2)CC1 (stereo not given),-4%,·,-2,9
Cc1c(Br)c(C(F)(F)F)nn1CC(=O)N1CCCC1,-5%,6%,?,?
O=C(O)C1C2C=CC(C2)C1C(=O)NC1CCN(Cc2ccccc2)CC1 (stereo not given),5%,6%,23,2
O=C(Cn1cc2c(n1)CCCC2)NCCCN1CCCC1,3%,27%,-9,9
Cc1cc(C)cc(-n2nc(C)cc2N)c1,6%,-3%,-28,1
CC1=CC(C)(C)Nc2ccc(OC(=O)CCN3C(=O)c4ccccc4C3=O)cc21,-7%,·,-2,15
COC(=O)c1cc(-c2c(C)oc3cc(OC)ccc3c2=O)c(C)o1,-2%,13%,?,3
CC(=O)C1(O)C(C)CC2C3CCC4CC(O)CCC4(C)C3=CCC21C (stereo not given),0%,-5%,4,2
CS(=O)(=O)N(Cc1ccccc1)c1ccc(C(=O)Nc2ccccc2Sc2ccccc2)cc1,-7%,·,10,-4
Cc1cc(C(=O)OCC(=O)c2ccc3c(c2)NC(=O)CO3)c2ccccc2n1,2%,?,10,2
Cc1c(C(=O)NC(C)C)sc2ncn(CC(=O)N3CCC(C)CC3)c(=O)c12,5%,-3%,-12,2
Cc1ccc(NS(=O)(=O)c2cc(C(=O)O)ccc2Cl)cc1,-8%,-2%,-19,-10
Cc1cccc(N2CCN(c3ccc(NC(=O)/C=C(/C(=O)O)c4ccccc4)cc3)CC2)c1,-15%,?,6,4
c1ccc2c(c1)CC1(CCCCC1)n1nnnc1-2,-1%,·,?,-4[0.369 µM]
CC(C)NCC(O)COc1c(F)cc(Br)cc1F (stereo not given),-6%,17%,4,13
O=C(NC12CC3CC(CC(C3)C1)C2)C1=COCCO1,5%,-4%,8,-2

# (list continues)
SMILES,12-hLO inh,ALOX15B inhib,PNC assembly inh,IMPase cell inh
O=C(c1cc(F)c(F)cc1Cl)N1CCN(c2ccc([N+](=O)[O-])c3ncccc23)CC1,0%,·,-28,·
CCc1nnc(NC(=O)CCC(=O)N2CCN(c3ccccn3)CC2)s1,0%,-6%,15,-5
O=C(NN=C1CCCCC1)c1cc(-c2ccccc2)n[nH]1,4%,·,40,·
CCOC(=O)c1c(NS(=O)(=O)c2cccc(OC)c2)sc2c1CCC2,-13%,1%,?,15
Cn1cc(S(=O)(=O)Nc2ccc(F)cc2F)c(=O)n(C)c1=O,-3%,0%,9,8
Cc1cc(Cl)c(S(=O)(=O)Nc2ccc(Cl)cn2)cc1OCC(N)=O,4%,·,-2,1
CCOC(=O)N1CCC(NC(=O)c2cc(C)c3c(C)nn(-c4ccccc4)c3n2)CC1,-1%,-4%,?,4
Cc1cc(C)n(CC2CC(=O)N(c3ccc(F)c(Cl)c3)C2=O)n1 (stereo not given),3%,8%,8,0
CC1(C)OCC(CSC2=C(SCC3COC(C)(C)O3)C(=O)c3ncccc3C2=O)O1 (stereo not given),-29%,1%,·,·
CCOc1ccc2cc(/C=C/C(=O)c3ccco3)c(Cl)nc2c1,-1%,-12%,26,-9
CCOc1ccc(S(=O)(=O)N2CCN(Cc3ccccc3)CC2)c2cccnc12,-8%,-7%,6,10
O=C(COc1ccc2ccccc2c1)NC1CC1,-4%,-3%,59,-6
Cn1c(CCC(=O)Nc2ccc(N3CCOCC3)cc2)nc(=O)c2ccccc21,4%,-5%,12,-1
COc1cc(NC2c3ccccc3C(=O)N2c2ccc(C)cn2)cc(OC)c1OC (stereo not given),2%,·,?,-3
COc1ccc(CC(=O)Nc2cc(C)on2)cc1,-4%,-5%,?,-11
CCCSc1nc(C)cc(C)c1C(N)=O,-5%,-2%,32,-1
Cc1cccc(C)c1Nc1nnc(SCC(=O)Nc2ncc(C(F)(F)F)cc2Cl)s1,-4%,·,9,·
COc1ccc(C(=O)CCN2CCCCCC2)cc1,-2%,-23%,10,0
O=C(Nc1ccc(OCc2ccccc2)cc1)c1cccc([N+](=O)[O-])c1,1%,·,?,·
Cc1c(N(C)C(=O)c2ccc3c(c2)OCO3)c(=O)n(-c2ccccc2)n1C,-5%,·,9,-2
O=C(CCN1C(=O)C2C3C=CC(C3)C2C1=O)Nc1ccc2c(c1)OCO2 (stereo not given),1%,-8%,-8,9
CCCn1nnc(NC(=S)NC(=O)c2cccs2)n1,-8%,·,?,-2
N#Cc1cc(-c2ccccc2)oc1NC(=O)c1ccco1,-4%,-5%,-3,12
CC(=O)N=C1SC2CS(=O)(=O)CC2N1c1ccc(-c2nc3ccc(C)cc3s2)cc1 (stereo not given),-2%,·,-4,6
Cc1cc(NCCN2CCCCC2)n2c(nc3ccccc32)c1C#N,-1%,3%,18,10

# Next section
SMILES,12-hLO inh,ALOX15B inhib,PNC assembly inh,IMPase cell inh
O=C(c1ccco1)N1CCN(C(c2ccccc2Cl)c2nnnn2Cc2ccco2)CC1 (stereo not given),-12%,?,14,2
CC(=O)N1CCC2(CC1)CC(=O)c1cc(OCC(=O)NCc3ccc(C)cc3)ccc1O2,0%,0%,-21,-2
CCCOc1ccc(-c2nnn(CC(=O)c3c[nH]c4ccccc34)n2)cc1,-2%,-14%,75,-2
O=c1cc(-c2cccc(F)c2)[nH]c2ccccc12,-1%[0.00818 µM],0%[0.0915 µM],-91*,·
COc1ccc2oc(C)c(C(=O)c3ccc([N+](=O)[O-])cc3)c2c1,0%,·,-4,·
Cn1c(=O)c2c(-c3ccccc3)n(-c3ccccc3O)cc2n(C)c1=O,-3%,-16%,3,-6
Cc1cc(C)nc(/N=C(/NC(=O)Nc2ccc(Cl)c(Cl)c2)Nc2ccccc2)n1,-1%,·,11,2
CCn1cnc2sc(C(=O)N(Cc3ccc(N(C)C)cc3)Cc3ccco3)c(C)c2c1=O,6%,-18%[11.4 µM],?,11[1.84 µM]
CC(C)Cc1nnc(NC(=O)CSc2ccccn2)s1,-2%,-5%,?,-11
O=c1onc2n1-c1cc(Br)ccc1OC2,2%,4%,·,-3
NCC1CCC(N)C(O[C@@H]2C(O)[C@H](O[C@H]3OC(CO)C(O)C(N)C3O)[C@@H](N)C[C@H]2N)O1 (stereo not given in full),0%,2%,·,·
CN(C)S(=O)(=O)c1ccc(NC(=O)C2CC3C=CC2C3)cc1 (stereo not given),1%,·,?,0
S=C(Nc1ccccc1Cl)Nc1ccc(Cl)cc1Cl,1%,-7%,4,-5
COc1ccc(C2C(C#N)=C(N)N(c3cccnc3)C3=C2C(=O)CC(C)(C)C3)cc1OC (stereo not given),15%,·,10,·
CC1=C(C(=O)NC(C)c2ccc3c(c2)OCCO3)C2(CCC(C)CC2)OC1=O (stereo not given),-7%,·,39,-3
CCN(CC)C(C)C(=O)Nc1c2c(cc3c1CCC3)CCC2 (stereo not given),3%,·,-12,·
O=S(=O)(Nc1cccc2c1CCCC2)c1cccc(C(F)(F)F)c1,-1%,·,37,·
O=C1C2C3CCCC3=C3CCCC3C2C(=O)N1c1ccccc1 (stereo not given),-11%,4%,?,0
CCCCCCc1cc2cc(C(=O)Nc3ccccc3)c(=O)oc2cc1O,4%,·,-20,·
O=C(c1cc(-c2ccncc2)nc2ccccc12)N1CCN(c2ccc(N3CCOCC3)nn2)CC1,-3%,-1%,22,2

# Complete entries from above. Screens in order: 12-hLO inh	ALOX15B inhib	PNC assembly inh	IMPase cell inh
# O=c1onc2n1-c1cc(Br)ccc1OC2 is entered as 2%	4%	·	-3
# CCN(CC)C(C)C(=O)Nc1c2c(cc3c1CCC3)CCC2 (stereo not given) is entered as 3%	·	-12	·
# CN(C)S(=O)(=O)c1ccc(NC(=O)C2CC3C=CC2C3)cc1 (stereo not given) is entered as 1%	·	?	0
# O=c1cc(-c2cccc(F)c2)[nH]c2ccccc12 is entered as -1%[0.00818 µM]	0%[0.0915 µM]	-91*	·
# CCCOc1ccc(-c2nnn(CC(=O)c3c[nH]c4ccccc34)n2)cc1 is entered as -2%	-14%	75	-2

# This is a subset; rates above refer to the full screens.
